# Source: PubChem BioAssay
# Rac1 GTP hydrolysis: MgcRacGAP GTPase-activating activity inhibitors, confirmation, biochemical, ADP Hunter fluorescence. MgcRacGAP-stimulated Rac1 GTP hydrolysis, ADP Hunter fluorescence; higher % means a stronger effect; GST-tagged Rac1 F28L mutant substrate. one-dose inhibition, % at 30 µM; IC50 in µM for titrated hits. 340,000 tested, 0.6% active. AID 624330;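 active means first-screen hits whose inhibition reached a set limit at any dose in the follow-up dose series; inconclusive means inhibition above the set first-screen limit but never retested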;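 further: fluorescence reports GDP produced by GAP-driven GTP hydrolysis; strong numbers were not always called active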
# GPR55 activation: selective activators of receptor GPR55 – imaging, U2OS cells, beta-arrestin-GFP redistribution, primary screen (AID 1961); U2OS GPR55 beta-arrestin-GFP redistribution imaging; higher % means a stronger effect; activation, % at 10 µM, or EC50 in µM where a hit was titrated; 290,000 tested, 0.048% active;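 active means activation above 40% with more than 50 cells counted in the well; inconclusive means wells holding fewer than 50 cells, flagged as toxic or sparse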;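 further: U2OS osteosarcoma cells stably expressing GPR55 and beta-arrestin-GFP; plate controls were DMSO negative control for no effect and LPI positive control for full effect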
# NTR1 agonist: agonists of NTR1, primary screen, imaging, U2OS cells, beta-arrestin-GFP, high content (AID 493036) | 330,000 tested, 0.17% active | activation, % at 20 µM | NTR1-U2OS beta-arrestin-GFP spot imaging, agonist mode;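 active means activation at or above 40% of the spot to cytoplasm intensity ratio, with at least 20 cells analyzed; inconclusive means wells under 20 cells, flagged as cytotoxic or low count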;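 further: 0% = DMSO without peptide and 100% = 100 nM NTR1 peptide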
# Target sequence (P30989 whole entry, looked up): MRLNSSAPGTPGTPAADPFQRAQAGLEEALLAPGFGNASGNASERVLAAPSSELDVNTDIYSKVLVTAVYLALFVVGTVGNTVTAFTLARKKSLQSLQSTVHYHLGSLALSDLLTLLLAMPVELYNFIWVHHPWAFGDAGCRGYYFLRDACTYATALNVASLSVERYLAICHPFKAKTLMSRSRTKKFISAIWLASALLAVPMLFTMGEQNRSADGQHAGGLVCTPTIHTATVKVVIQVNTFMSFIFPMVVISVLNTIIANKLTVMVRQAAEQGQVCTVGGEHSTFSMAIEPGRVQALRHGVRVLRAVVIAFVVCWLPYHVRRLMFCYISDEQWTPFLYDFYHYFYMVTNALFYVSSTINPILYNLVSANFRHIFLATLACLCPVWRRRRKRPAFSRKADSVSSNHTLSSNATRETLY
# T cell modulator: T cell immune modulation candidate; 2C CD8+ T cell-vesicle binding, flow cytometry; hits give low values; calls only at 7 µM; 330,000 tested, 0.068% active; AID 2052;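 active means response, share of CD8 T cells binding vesicles, and their 90th percentile fluorescence all below set limits, cut at about 80% in these data, passing the limit was not always enough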
#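 Material: murine 2C transgenic CD8+ T lymphocytes / Also added: QL9-peptide-loaded Drosophila micro-vesicles bearing Ld, ICAM-1 and B7-1 / Schedule: binding step 1.5 h, 37 °C, antibody labelling 20 min, ice / Signal: flow cytometry, PE anti-B7-1 (FL2) versus Alexa647 anti-CD8 (FL8), PFA-fixed / Evaluation: percent CD8+ FL2 mean versus row control / Benchmarks: naked versus QL9-loaded vesicles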
# GPR55 LPI antagonism: inhibition of LPI-stimulated GPR55 beta-arrestin translocation – imaging, U2OS, beta-arrestin-GFP, LPI agonist, primary screen (AID 2013); U2OS GPR55 beta-arrestin-GFP translocation imaging, LPI antagonism; higher % means a stronger effect; inhibition, % at 10 µM, or IC50 in µM where a hit was titrated; 290,000 tested, 0.13% active;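 active means spots per cell inhibited over 60%, with over 100 cells counted and total cytoplasm intensity under 500,000; inconclusive means wells with under 100 cells, flagged as likely toxic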;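 further: U2OS cells stably carrying GPR55 and arrestin-GFP stimulated by 5 µM LPI near EC80; imaged beta-arrestin-GFP aggregate spots per cell after agonist stimulation; plate controls were LPI-stimulated DMSO wells for no effect and DMSO wells without LPI for full effect; some results filed as inactive read as strong as hits; confirmed hits need IC50 under 10 µM and bright autofluorescent wells are also inconclusive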
# LYP inhibition: inhibitors of LYP phosphatase, biochemical, fluorescence intensity, uHTS (AID 1779) | recombinant LYP phosphatase, fluorescence intensity; higher % means a stronger effect | inhibition, % at 11.5 µM, or IC50 in µM where a hit was titrated | 290,000 tested, 0.054% active; in the data active means inhibition above about 50%;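 further: plate controls were vehicle with enzyme for no effect and no enzyme for full effect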
# Lipid droplet: hepatic lipid droplet formation modulation. AML12 mouse hepatocytes, oleate lipid droplets, BODIPY imaging. inhibition, % at 6.5 µM. 240,000 tested, 0.4% active. AID 1656;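 active means lipid droplet intensity inhibited by at least 50%, with more than 500 cells counted; inconclusive means wells with under 300 cells, treated as cytotoxic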
#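 Technique: fluorescence imaging, 20x objective, two fields per well / Assay system: AML12 hepatocytes (mouse) / Measure: % inhibition of lipid droplet signal / Doses: 6.5 µM single-point dosing / Incubation: overnight exposure / Reagent: 100 µM oleic acid challenge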
# SV40 large T antigen: TAg ATPase/helicase activity blockers – biochemical (AID 1903); SV40 large T antigen ATPase/helicase inhibition assay; higher % means a stronger effect; inhibition, % at 20 µM, or IC50 in µM where a hit was titrated; 310,000 tested, 0.39% active; in the data active means a potency from the dose series; inconclusive means inhibition mostly from about 32% at the one dose, without a potency; inactive means the rest, 99 in 100 with inhibition below about 32%; further: strong numbers were not always called active
# GPR35 antagonists: inhibition of zaprinast-stimulated GPR35 beta-arrestin translocation – imaging, U2OS, beta-arrestin-GFP, zaprinast agonist, primary screen (AID 2058); U2OS GPR35 beta-arrestin-GFP translocation imaging, zaprinast antagonism; higher % means a stronger effect; inhibition, % at 10 µM; hits with a dose series show IC50 in µM; 290,000 tested, 0.052% active;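 active means inhibition of at least 50% with at least 30 cells and total cytoplasm GFP at most 10,000,000; inconclusive means under 30 cells or total GFP of 10,000,000 plus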
# Lipid droplet cells 6.5 µM: also measured in Lipid droplet; calls as there; cell count; measured here: cell count, cytotoxicity flag;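 cells counted across two imaged fields per well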
# T cell modulator vesicle-bound %: also measured in T cell modulator; calls as there; double positive events, %; measured here: CD8+ vesicle-bound cell fraction;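 binding gate set so that unloaded-vesicle control wells show 10% double positive cells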
# NTR1 agonist cell count 20 µM: also measured in NTR1 agonist; calls as there; cell count; measured here: cell count, cytotoxicity flag
# The depositor's hits bear a star; i = inactive; ? = inconclusive; . = not tested or not shown.
SMILES,Rac1 GTP hydrolysis,GPR55 activation,NTR1 agonist,NTR1 agonist cell count 20 µM,T cell modulator,T cell modulator vesicle-bound %,GPR55 LPI antagonism,LYP inhibition,Lipid droplet,Lipid droplet cells 6.5 µM,SV40 large T antigen,GPR35 antagonists
Fc1ccc(Cn2nnnc2C(c2ccc(Cl)cc2)N2CC=C(c3ccc(F)cc3)CC2)cc1 (stereo unspecified),2%,0.3%,2.5,61,i,59,22%,-1%,-57,649,10%,4%
CC(C)(C#CCCCCC#CC(C)(C)[N+](C)(C)C)[N+](C)(C)C,.,-0.3%,-0.3,56,i,55,-3%,-7%,-12,728,24%,-3%
O=C1NC(=O)C(=C/C=C/c2coc3ccc(Br)cc3c2=O)C(=O)N1,.,-0.1%,-1.3,43,i,36,26%,-6%,1,674,29%,17%
O=C(Cn1ccc2ccccc2c1=O)NCC(=O)N1CCC2(CC1)OCCO2,6%,-0.2%,1.7,62,i,26,1%,-2%,-2,677,8%,-12%
Cn1c(O)c(/C=C2\C=Nc3ccccc32)c(=O)n(C)c1=O,15%,0.0%,-1.6,65,i,43,-5%,-10%,-7,824,-6%,1%
CC[C@H](C)/C=C(C)/C=C/C1=CC2=C(Cl)C(=O)[C@@](C)(OC(C)=O)C(=O)C2=CO1,27%,.,1.8,94,i,38,.,.,.,.,30µM*,.
Cc1ccc(C2(O)CN3CCC2CC3)cc1 (stereo unspecified),9%,-0.1%,1.1,107,i,32,-12%,-7%,-1,413,0%,-5%
Cc1ccc(S(=O)(=O)N2CC3CC(C2)c2cccc(=O)n2C3)cc1 (stereo unspecified),5%,0.0%,0.8,57,i,30,5%,-8%,.,.,-3%,4%
CC1(C)CSC(=NCc2ccccc2)N1,1%,-0.3%,5.9,50,i,25,12%,-1%,-1,682,7%,0%
S=c1[nH]c2ccccc2[nH]1,11%,-0.1%,-0.5,51,i,48,-3%,-6%,3,723,9%,-6%
CCOP(=O)(OCC)C(NS(=O)(=O)c1ccccc1)C(Cl)(Cl)Cl (stereo unspecified),1%,-0.1%,1.6,51,i,63,12%,-9%,-19,606,4%,15%
O=C1NC(=O)N(CCc2ccc(F)cc2)C(=O)/C1=C/c1ccco1,11%,-0.4%,6.3,53,i,63,95%*,3%,16,722,12µM*,-8%
COC(=O)c1ccc(CN2CCSC2=N)cc1,9%,-0.1%,-0.6,76,i,26,2%,-12%,8,682,4%,2%
C[N+]1(CC(COCc2ccccc2)OC(=O)Cc2ccccc2)CCOCC1 (stereo unspecified),-1%,-0.2%,0.0,68,i,48,3%,-3%,2,776,-12%,4%
Cc1ccc(-n2c(O)c(/C=N/NC(=O)c3ccncc3)c(=O)[nH]c2=O)cc1C,8%,0.1%,-1.3,46,i,41,2%,-2%,-13,646,4%,-2%
Cc1ccc(C(=O)COC(=O)Cc2ccccc2)cc1,8%,1.1%,0.2,50,i,62,16%,-7%,0,809,4%,8%
Cc1cccc(C)c1N1CCN(c2c(C)cccc2C)CC1,-4%,0.4%,1.3,47,i,50,0%,-8%,6,764,19%,-4%
Cc1[nH]c2ccc(O)cc2c1CCN,12%,.,2.3,60,i,29,.,.,.,.,24%,.
O=C(NCCCN1CCOCC1)C(Cl)(Cl)Cl,-1%,0.2%,1.0,42,i,38,7%,-5%,18,696,10%,10%
CN(C=O)CP(=O)(O)CN(C)C=O,10%,-0.1%,-0.3,35,i,49,12%,-1%,.,.,5%,2%
CC(C)(C)OC(=O)c1c(N)n(Cc2ccco2)c2nc3ccccc3nc12,6%,-0.1%,3.0,43,i,60,-1%,-13%,.,.,12%,-2%
CC(C)c1ccc(OCC(=O)N2CCCN(C)CC2)cc1,3%,-0.2%,2.3,64,i,21,11%,-5%,-6,673,26%,2%
Nc1ccncc1Cl,1%,0.2%,-0.2,38,i,9,4%,-3%,15,690,-5%,3%
COc1cc2[nH]c(C(=O)N3CCC4(CC3)OCCO4)cc2c(OC)c1OC,-4%,-0.1%,0.7,60,i,40,-4%,-4%,12,696,14%,-7%
CN(C)CCCN=Cc1c(O)n(Cc2ccco2)c(=O)[nH]c1=O,13%,-1.2%,-1.8,52,i,13,13%,-2%,-11,685,4%,-16%
O=C(CN1CCCCC1)c1ccccc1F,-11%,-1.1%,1.3,40,i,17,1%,1%,4,731,9%,2%
Cc1cc2ccccc2c(=O)n1CC(=O)NCC(=O)N1CCC2(CC1)OCCO2,6%,0.0%,-1.4,57,i,14,6%,1%,15,690,18%,-2%
O=C(C(Cc1ccccc1)NS(=O)(=O)c1ccc(F)cc1)N1CCC2(CC1)OCCO2 (stereo unspecified),3%,0.2%,0.5,67,i,40,51%,1%,-4,793,11%,-1%
Cc1cc(=O)oc2cc(OCC(=O)N3C[C@H]4C[C@@H](C3)c3cccc(=O)n3C4)c(Cl)cc12,0%,-0.1%,2.9,79,i,12,0%,-4%,.,.,.,-8%
COCCNC(=O)c1c(N)n(CCC(C)C)c2nc3ccccc3nc12,6%,-0.1%,23,84,i,1,-9%,-8%,10,779,-8%,-13%
O=C(N/N=C1/CN2CCC1CC2)c1cc2ccccc2cc1O,10%,0.2%,-0.5,63,i,52,7%,-5%,.,.,18%,-6%
Oc1ccccc1-[n+]1c(-c2ccccc2)cc(-c2ccccc2)c(O)c1-c1ccccc1,4%,.,0.5,107,i,48,.,.,.,.,4%,.
O=C1NS(=O)c2cc([N+](=O)[O-])cc([N+](=O)[O-])c21 (stereo unspecified),21%,0.2%,-0.8,29,i,23,-7%,-2%,10,628,0%,-10%
Cn1c(O)c(/C=N/N2CCCCC2)c(=O)[nH]c1=O,6%,0.2%,-1.1,53,i,47,6%,-2%,-5,640,7%,-25%
CCOC(=O)c1c(/N=C/C2C(=O)NC(=O)NC2=O)sc2c1CCC2,6%,0.1%,1.0,31,i,51,7%,6%,1,712,14%,-7%
CNP1(NC)=Nc2nn(-c3ccccc3)c(N)c2C(c2ccccc2)=N1,13%,-0.1%,2.4,58,i,38,2%,3%,.,.,3%,2%
CCOC(=O)C1SC2(C(F)(F)C(F)F)CC1(O)c1c(c(OC)c3occc3c1OC)O2 (stereo unspecified),0%,-0.1%,6.4,55,i,19,7%,-2%,.,.,9%,-7%
O=c1[nH]c(=O)n(CCC2=CCCCC2)c(O)c1/C=N/Nc1cccc2ccccc12,3%,0.0%,4.5,48,i,36,4%,1%,0,683,19%,-6%
Cc1ccccc1N1CCN(C2CCCN(C(=O)Cc3c(C)noc3C)C2)CC1 (stereo unspecified),5%,0.0%,-0.6,54,i,68,10%,-7%,0,710,4%,-2%
CCCOC(=O)c1ccc(-[n+]2c(-c3ccccc3)cc(-c3ccccc3)cc2-c2ccccc2)cc1,9%,.,40*,95*,i,40,.,.,.,.,25%,.
Nc1cc(Cl)c2nonc2c1[N+](=O)[O-],2%,2.2%,.,.,i,32,14%,1%,113*,562*,?,9%
O=C(COc1ccccc1Cl)N1CCCC(N2CCN(c3ccc(F)cc3)CC2)C1 (stereo unspecified),7%,-0.1%,0.1,66,i,21,16%,-11%,-4,693,19%,-14%
Cc1ccc(C(=O)C2CN(C)CC2C(=O)c2ccc(C)cc2)cc1 (stereo unspecified),12%,0.2%,3.4,42,i,49,20%,-2%,.,.,12%,-7%
Cc1ccc(O)c(C(=O)c2cc(C(=O)NCCC(C)C)c(=O)n(CCC(C)C)c2)c1,4%,0.9%,5.1,71,i,29,11%,6%,-5,728,2%,7%
COc1ccc(C(=O)C2CCCN(Cc3ccon3)C2)c(OC)c1 (stereo unspecified),12%,-0.3%,0.1,88,i,68,8%,-5%,-3,764,4%,4%
O=C(N/N=C/c1c(O)n(CCc2ccccc2)c(=O)[nH]c1=O)c1ccccc1,.,-0.1%,2.4,47,i,9,1%,3%,1,722,2%,1%
C[N+]12CN3CN(CN(C3)C1)C2,4%,-0.2%,-1.3,84,i,57,-3%,-6%,2,748,10%,-8%
O=C(CN1C(=O)CN=C(c2ccccc2Cl)c2cc(Cl)ccc21)NCc1ccco1,5%,0.0%,0.0,37,i,14,0%,-2%,.,.,11%,4%
OCC12CO[C@@H]3c4ccccc4[C@H](OC1)N32 (stereo partly specified),11%,-0.1%,-0.4,55,i,56,10%,-1%,-1,790,-5%,4%
Cc1noc(C)c1CC(=O)N1CCCC(N2CCN(c3ccccc3F)CC2)C1 (stereo unspecified),10%,-0.1%,-0.9,50,i,67,4%,-9%,2,657,22%,-8%
# Carrying on:
SMILES,Rac1 GTP hydrolysis,GPR55 activation,NTR1 agonist,NTR1 agonist cell count 20 µM,T cell modulator,T cell modulator vesicle-bound %,GPR55 LPI antagonism,LYP inhibition,Lipid droplet,Lipid droplet cells 6.5 µM,SV40 large T antigen,GPR35 antagonists
CC1CCCC(C)N1/N=C/c1c[nH]c2ccc(Br)cc12 (stereo unspecified),-4%,-0.1%,8.3,62,i,47,25%,-4%,-2,648,11%,31%
Cc1ccc(-n2c(C)cc(/C=C3\C(=O)NC(=O)N(C)C3=O)c2C)cc1C,4%,-0.1%,10,72,i,59,0%,2%,4,693,5%,-7%
NC(Cc1nc2ccccc2[nH]1)c1ccc(Cl)cc1 (stereo unspecified),11%,0.0%,0.4,60,i,7,-18%,-9%,-13,692,-1%,1%
COc1ccccc1CNCCc1ccc(F)cc1,23%,-0.1%,-1.4,94,i,34,1%,-7%,.,.,5%,-7%

# Some of the compounds tested; rates above refer to the full screens.
